Screening data: PubChem BioAssay, several laboratories
CHRM4 agonist: CHRM4 agonism in calcium assay | P08173 | CHO-K1 hM4/Gqi5, Fluo-8 calcium fluorescence; vehicle 0%, full acetylcholine response 100% | activation, % at 3 µM | 360,000 compounds, 0.14% hits;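 active = activation above the run mean over all test wells plus 3 SD, cut at about 32% in these data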;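 also: peak over basal fluorescence ratio per well then scaled between controls; 0% = DMSO wells and 100% = acetylcholine at EC100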
Target sequence (P08173 whole entry, looked up): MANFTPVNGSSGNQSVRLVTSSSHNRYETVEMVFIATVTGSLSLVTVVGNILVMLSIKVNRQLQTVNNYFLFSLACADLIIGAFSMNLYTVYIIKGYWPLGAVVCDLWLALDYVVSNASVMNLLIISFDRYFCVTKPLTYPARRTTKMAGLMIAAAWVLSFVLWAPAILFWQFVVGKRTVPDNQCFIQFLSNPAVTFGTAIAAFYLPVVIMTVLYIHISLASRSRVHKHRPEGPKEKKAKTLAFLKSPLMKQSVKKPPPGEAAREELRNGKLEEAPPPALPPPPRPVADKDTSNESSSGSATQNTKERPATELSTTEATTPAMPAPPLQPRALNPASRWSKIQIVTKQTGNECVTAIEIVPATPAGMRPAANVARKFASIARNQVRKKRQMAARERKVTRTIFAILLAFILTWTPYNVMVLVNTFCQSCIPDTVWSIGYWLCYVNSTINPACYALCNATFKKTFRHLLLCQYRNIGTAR
M5 PAM: positive allosteric modulators of human muscarinic M5 receptor; P08912; CHO-K1 hM5, Fluo-8 calcium, ACh EC20 PAM; 0% = ACh EC20, 100% = ACh EC100; activation, % at 3 µM; 360,000 compounds, 0.3% hits; AID 624038;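 active = activation above the run cutoff, the mean activation of all test compounds plus 3 SD, cut at about 18% in these data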
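system = human M5 receptor in CHO-K1 cells | compound = one concentration, 3 µM final (nominal) | schedule = Post-acetylcholine fluorescence recording 140 s | signal = Fluo-8 calcium dye fluorescence, kinetic read | benchmarks = low control EC20 acetylcholine (0%), high control EC100 acetylcholine (100%) | repeats = singlicate, one well per test compound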
CHRM4 PAM: potentiates acetylcholine response at human M4 receptor. 360,000 compounds, 0.4% hits. CHO-K1 hM4/Gqi5, Fluo-8 calcium fluorescence, ACh EC20; 0% = ACh EC20, 100% = maximal ACh. P08173. activation, % at 3 µM;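 active = activation above its plate's cutoff, the mean activation of sample wells plus 3 SD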; also: some results filed as inactive read as strong as hits
M5 ag: agonists of human muscarinic M5 receptor (CHRM5). activation, % at 3 µM. P08912. 360,000 compounds, 0.19% hits. AID 624037. CHO-K1 hM5 cells, Fluo-8 calcium fluorescence; 0% DMSO wells, 100% maximal acetylcholine response;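 active = activation above the run's mean over test compounds plus 3 SD, cut at about 23% in these data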;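 also: signal is peak over basal fluorescence ratio across the kinetic read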
CRFR2-BP ag: agonists of human CRF-binding protein/CRF-R2 receptor complex; HEK293 CRF-R2/CRF-BP, calcium dye fluorescence (FLIPR); percent of saturating CRF peptide response; activation, % at 13.2 µM; 350,000 compounds, 0.46% hits;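 active = activation of at least 50%, plus an integration ratio under a set limit after plate pattern correction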;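 also: plate controls were neutral control wells without compound for no effect and CRF at EC100 for full effect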
CHRM1 PAM: potentiates human M1 receptor response to acetylcholine. activation, % at 3 µM. 360,000 compounds, 0.088% hits. CHO-K1 hM1, Fluo-8 calcium fluorescence, ACh EC20; 0% = ACh EC20, 100% = maximal ACh. AID 588819; in the data active = activation above about 19%, passing the limit was not always enough
CHRM4 antagonist: CHRM4 antagonism in calcium assay; P08173; CHO-hM4 cells, ACh EC80, Fluo-8 calcium fluorescence; inhibition, % at 3 µM; 360,000 compounds, 0.73% hits; AID 624125;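 active = inhibition above its plate's cutoff, the mean inhibition of sample wells plus 3 SD, cut at about 27% in these data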;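 also: 0% = acetylcholine EC80 with DMSO and 100% = DMSO without agonist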
M5 antag: antagonists of human muscarinic M5 receptor (CHRM5). inhibition, % at 3 µM. P08912. 360,000 compounds, 0.59% hits. CHO-hM5 cells, Fluo-8 calcium fluorescence, ACh EC80;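 active = inhibition above a per-plate cutoff, the mean of that plate's test compounds plus 3 SD, cut at about 27% in these data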;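 also: 0% = acetylcholine EC80 with DMSO and 100% = DMSO without agonist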
M1 antag: antagonists of human M1 muscarinic receptor; 360,000 compounds, 1.3% hits; inhibition, % at 3 µM; CHO-K1 hM1, Fluo-8 calcium fluorescence, ACh EC80 antagonist;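 active = percent inhibition above its own plate's cutoff, namely the mean of that plate's compound wells plus 3 SD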;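 also: peak over basal fluorescence ratio during 140 s after agonist addition; 0% = ACh EC80 plus DMSO and 100% = DMSO alone without agonist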
The depositor's hits bear a star.

mol,M5 antag,CHRM1 PAM,CHRM4 antagonist,CHRM4 agonist,M5 ag,M5 PAM,CRFR2-BP ag,CHRM4 PAM,M1 antag
NC(=S)NN=C(Cc1ccccc1)Cc1ccccc1,4,6,-2,0,-9,4,0.5,8,0
O=C(CSc1ncccn1)N1CCCC1,-8,1,5,2,0,11,2.6,3,-3
COc1ccc2oc(C(=O)OCC(=O)Nc3ccc(C)c(S(=O)(=O)N4CCOCC4)c3)c(C)c2c1,-4,5,-6,2,0,-2,-1.4,-3,-17
Cn1c(=O)[nH]c2ncccc21,-6,18,2,1,2,-5,0.8,-1,0
CCN(C(=O)COC(=O)Cn1c(C)csc1=O)c1c(N)n(Cc2ccccc2)c(=O)[nH]c1=O,-11,6,-19,1,-5,13,1.1,14,-15
O=C(c1cc(Cl)nc2ccccc12)N1CCc2ccccc2C1,13,11,-5,5,-3,-2,-1.7,-2,-10
Cn1c(C(=O)N(Cc2ccccc2)Cc2cccs2)cc2sccc21,9,-7,12,-1,-3,-13,-0.4,-21,10
CCn1cc(CNC(=S)Nc2cccc3ccccc23)cn1,-4,1,12,1,-3,3,-3.0,-5,8
O=C(OCc1ccccc1)/C(=C/c1cccc(Br)c1)NC(=O)c1ccco1,21,-1,-4,3,-5,-8,2.6,-7,-2
CN1CCN(c2c(/C=N/O)c3ccccc3n2C)CC1,10,10,-7,1,-7,-4,0.1,-2,-3
CN(C)NC(=S)NC1CC2CCC1C2 (centres undefined),10,5,8,0,0,-4,0.3,-8,-14
Cc1sc2nc(SCc3ccccc3)n(Cc3ccco3)c(=O)c2c1C,-7,8,-7,2,1,6,0.1,10,-2
CC(=O)Nc1ccc(S(=O)(=O)N2CCN=C2C)cc1,1,7,-2,0,-3,-3,-1.6,6,5
COC(=O)c1c(C(=O)NCc2ccccc2)ncn1CC(O)COc1ccccc1 (centres undefined),-3,-4,-19,5,1,-9,0.6,9,-3
CC(C)c1ccc(N2C=Nc3ccc(C(C)C)cc3C2)cc1,2,-19,-12,4,-8,-10,-1.5,-59,17
O=C(c1ccc(Cl)cc1)N1CCCOC1,9,3,7,0,1,-8,-0.7,0,0
COCCOC(=O)c1c(NC(=O)CN2c3ccccc3CC2C)sc(C(N)=O)c1C (centres undefined),-12,5,-2,3,3,-1,0.3,-1,1
Cc1ccsc1/C=N/NC(=O)c1ccncc1,3,4,4,1,0,5,0.6,-9,-4
COc1ccc(CCNC(=O)CSc2nncn2N)cc1OC,-2,2,2,-1,1,0,-1.3,0,-12
O=C(NC1CCN(C(=O)c2ccccc2Br)CC1)c1ccccc1,8,12,-22,1,-3,0,-2.1,4,-14
CCOC(=O)c1ccc(Oc2nc(OC)cc(OC)n2)cc1,1,-10,0,-1,0,-1,-0.6,-2,7
COc1ccc(CCN(C)C(=O)c2cncc(Br)c2)cc1OC,-10,7,-8,0,2,6,-0.4,3,-2
CC(=O)Nc1ccc(S(=O)(=O)Nc2cc3c(cc2C(C)=O)OCO3)cc1,-12,-9,6,10,4,3,-1.4,-8,11
COc1ccc(C)cc1S(=O)(=O)Nc1ccc(F)cc1,-10,10,-2,1,-12,9,0.2,6,-18
CN(C)C(=O)CS(=O)(=O)c1ccc(Cl)cc1,1,-3,1,1,-1,-8,-1.0,16,6
COCCn1cnc2c1c(=O)n(CC(=O)NCC(F)(F)F)c(=O)n2Cc1ccccc1,3,6,5,1,-4,-3,0.8,2,-5
O=c1oc(C2(O)CCCCC2)cc2ccc(/C=C/c3ccc(F)cc3)cc12,12,1,0,3,5,-5,-0.2,2,-1
CCOC(=O)C1CCN(C(=O)CN(c2ccc(OC)cc2)S(=O)(=O)c2c(C)noc2C)CC1,3,2,-4,1,1,-6,-0.9,2,-8
CCn1c(=O)cc(SCC(=O)NCCCN2CCN(c3ccc(F)cc3)CC2)c2ccccc21,-2,-7,1,5,-5,-5,-1.8,-9,-5
COC(=O)c1scc(C)c1N/N=C(\C)c1ccc(F)cc1,-3,2,-8,1,-1,1,3.5,9,-3

(continued)
mol,M5 antag,CHRM1 PAM,CHRM4 antagonist,CHRM4 agonist,M5 ag,M5 PAM,CRFR2-BP ag,CHRM4 PAM,M1 antag
O=C(NNC(=O)c1cc([N+](=O)[O-])ccc1Cl)c1cccs1,0,3,0,1,-2,4,-3.8,6,4
N#C/C(=C(/O)COc1ccc(Br)cc1)c1nnc2n1CCCCC2,4,3,0,2,0,1,0.1,-3,-3
Cc1ccc2cccc(NC(=S)NC(=O)c3ccnn3C)c2n1,1,1,-4,4,-4,-6,-1.8,-4,-8
Cc1ccc(-c2nn(C)c(=O)c3ccccc23)cc1S(=O)(=O)N1CCCC1,1,4,2,2,0,-7,-6.4,-7,-5
O=C(NCc1ccco1)c1cc2cc(Br)ccc2o1,10,3,8,1,-4,-2,-0.3,-4,-6
O=C(O)CCCn1cc(NC(=O)COc2cccc(Cl)c2)cn1,-3,18,-6,1,-1,15,5.2,13,-25
CCOc1ccc(C(=O)CSc2nnc(C3CC3)n2C)cc1,5,-4,10,2,-9,0,1.6,10,3
Cc1c(Cl)ccc2sc(N3CCN(C(=O)C4=COCCO4)CC3)nc12,21,-10,12,15,0,-11,-0.3,-5,29
CC(C)CNC(=O)C1Nc2ccc(OC(F)(F)F)cc2C2C=CCC12 (centres undefined),1,-1,6,1,5,3,-1.1,0,-2
Cc1cc(C)n2cc(CSc3nnc(N)s3)nc2n1,3,11,-2,0,-1,-3,1.4,4,-18
CC1C(=O)C(C)C(c2ccc([N+](=O)[O-])cc2)NC1c1ccc([N+](=O)[O-])cc1 (centres undefined),12,0,-1,1,-2,-9,2.6,-12,3
CCn1nc(C)cc1C(=O)N1CCCC(C(=O)c2ccc(OC)cc2C)C1 (centres undefined),-11,2,9,2,1,0,6.0,-3,-6
COc1ccc(C(=O)CSc2ncnc3nc[nH]c23)cc1,3,12,-1,6,5,7,0.5,0,-13
Cc1cccc2c(=O)n3c(cc12)-c1[nH]c2ccccc2c1CC3,6,-9,-4,2,-6,4,-3.1,-1,-5
O=C(Nc1c2ccccc2nc2ccccc12)C(Cl)(Cl)Cl,-6,11,-6,4,1,1,0.0,11,-3
N#CCCN(C(=O)COC(=O)c1ccc(Cl)nc1)c1ccc2c(c1)OCCO2,-5,2,-8,1,0,3,0.6,6,-3
C/C(=N\NC(=O)c1ccco1)c1cc(Cl)sc1Cl,8,10,-11,2,0,-2,-0.4,6,-19
Cc1ccc2nc(SCC(=O)NC3CCCCC3)nc(=O)n2c1,-2,7,6,1,-1,-2,-1.4,-4,-7
Cc1ccc(OCCC(=O)OCC(=O)N2CC(=O)Nc3ccccc32)cc1,-5,0,-22,4,-3,-2,-0.6,9,1
Cc1cnc(C(=O)Nc2ccc(F)cc2)cn1,-4,2,-1,1,0,1,-0.5,2,2
COc1ccc(-c2cc(C(=O)N(C)CC(=O)Nc3ccccc3Br)c3ccccc3n2)cc1OC,24,-5,25,20,1,-27,-1.1,-15,17
Cc1ccc(NC(=O)Cn2ccsc2=N)c([N+](=O)[O-])c1,19,-13,14,15,2,-16,-0.8,-13,18
CC1(C)CC(=O)C2=C(C1)Nc1ccccc1NC2c1ccccc1F (centres undefined),17,10,-3,1,-3,-3,-0.2,4,-15
O=C(NCCc1ccccc1F)C1CC(O)CN1C(=O)Nc1ccccc1 (centres undefined),3,8,-14,1,1,-3,1.0,2,-11
CCOC(=O)C1CCN(C(=O)Cc2c(F)cccc2Cl)CC1,3,7,2,2,2,-5,-2.1,-6,-6
N#CCCN(C(=O)COc1ccc(Cl)cc1Cl)c1ccccc1,1,-6,12,2,-1,9,-0.4,16,14
COc1ccccc1-c1cc(C(F)(F)F)nc(N2CCCCC2)n1,-1,5,-1,1,-1,6,0.0,1,-8
Cc1cc(C)c(S(=O)(=O)NCCSCc2ccco2)c(C)c1,4,3,0,0,-3,0,-0.4,3,10
CNC(=O)N1c2ccccc2C=Cc2ccccc21,7,-1,0,1,0,-4,0.2,-1,5
CCOc1ccc2c(c1)N(C(=O)CN1C(=O)CCC1=O)C(C)(C)C=C2C,-5,-1,-5,-2,-7,3,-0.1,10,-22
CCCC1CC(C)(/C(C)=N\NC(N)=S)OC1=O (centres undefined),2,5,5,2,-2,-1,2.7,4,-2
NC(=O)[C@H]1CC2(CC(c3cccc(NC(=O)COc4ccc(Cl)cc4)c3)=NO2)CN1C(=O)c1ccccc1C(=O)c1ccccc1 (some centres undefined),6,4,14,1,0,-8,2.5,0,0
